# CXCR6 block – CXCR6 (human) receptor inhibition; inhibition, % at 20 µM; CHO-K1 PathHunter CXCR6 beta-arrestin, luminescence; 0.36% of 360,000 active; O00574; in the data active means inhibition above about 34%, passing the limit was not always enough;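 further: antagonist mode with CXCL16 agonist at 10 nM final; 0% = 10 nM CXCL16 with DMSO and 100% = unstimulated wells without agonist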
# Target sequence (O00574 whole entry, looked up): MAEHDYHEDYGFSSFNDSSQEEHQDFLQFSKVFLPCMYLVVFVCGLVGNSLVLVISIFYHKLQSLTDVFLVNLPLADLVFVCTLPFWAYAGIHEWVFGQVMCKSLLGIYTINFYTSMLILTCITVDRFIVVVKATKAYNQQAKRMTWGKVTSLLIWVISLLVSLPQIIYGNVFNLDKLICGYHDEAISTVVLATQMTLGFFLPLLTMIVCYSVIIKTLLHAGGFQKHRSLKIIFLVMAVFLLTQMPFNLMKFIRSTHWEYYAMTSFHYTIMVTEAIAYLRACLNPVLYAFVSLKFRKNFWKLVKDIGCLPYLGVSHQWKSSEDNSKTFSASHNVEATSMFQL
# tim23-1 inh – growth inhibitors of tim23-1 mutant yeast; S. cerevisiae tim23-1 growth, BacTiter-Glo luminescence, 24 h; inhibition, % at 20 µM; 1.3% of 330,000 active;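 active means growth inhibition of the mutant yeast at or above 50%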;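 further: temperature-sensitive mutant grown at 25 °C; plate controls were DMSO-treated mutant yeast for no effect and medium wells lacking yeast for full effect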
# Mdm2-MdmX inh – inhibitors of human Mdm2/MdmX interaction | AID 485346 | O15151+Q00987 | SaOS-2 split-luciferase Mdm2/MdmX complementation, luminescence | 3% of 330,000 active | inhibition, % at 8 µM;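 active means inhibition of at least 50% at 8 µM in the primary screen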
# CHOP UPR activ – apoptotic UPR (CHOP) activation; 0.34% of 330,000 active; AID 449763; activation, % at 10 µM; CHO-CHOP luciferase reporter, luminescence; percent of tunicamycin response over DMSO baseline;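 active means at 10 µM dose, activation of 40% or more, normalized to positive control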;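 further: 100% = tunicamycin at 10 µg/mL and 0% = DMSO alone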
#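 assay system = CHO CHOP reporter cells | amount = 500 CHO-CHOP cells per well | buffer or medium = F12 with 10% FBS | incubation = 16-18 h cell attachment, then 6 h compound exposure, 37 °C | detection = luminescence read with Steady-Glo | read-out = percent activation relative to tunicamycin control | controls = tunicamycin high control, DMSO low control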
# CCR6 antag – CCR6 (human) receptor antagonism. inhibition, % at 20 µM. AID 493098. 0.49% of 340,000 active. P51684. CHO-K1 CCR6 PathHunter beta-arrestin, luminescence, CCL20-stimulated;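 active means compounds whose inhibition of the agonist-driven luminescence signal at 20 µM reaches about 50%, limit read from the data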;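 further: cells stimulated with CCL20 at 14 nM final; plate controls were DMSO with CCL20 for no effect and DMSO without agonist for full effect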
# Target sequence (P51684 whole entry, looked up): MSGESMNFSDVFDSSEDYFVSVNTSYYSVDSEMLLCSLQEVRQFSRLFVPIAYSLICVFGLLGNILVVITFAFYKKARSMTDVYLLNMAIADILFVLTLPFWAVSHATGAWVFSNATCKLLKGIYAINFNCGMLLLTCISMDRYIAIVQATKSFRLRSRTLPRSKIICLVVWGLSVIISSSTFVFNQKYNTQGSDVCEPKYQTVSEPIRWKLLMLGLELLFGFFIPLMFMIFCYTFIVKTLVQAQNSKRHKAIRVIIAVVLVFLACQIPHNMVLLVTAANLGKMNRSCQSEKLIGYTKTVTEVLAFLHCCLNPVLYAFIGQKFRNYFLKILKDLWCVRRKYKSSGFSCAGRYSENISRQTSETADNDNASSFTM
# APJ agonist – agonists of human APJ apelin receptor | P35414 | CHO-K1 APJ PathHunter beta-arrestin, luminescence; 0% DMSO wells, 100% apelin | activation, % at 20 µM | 0.11% of 330,000 active | AID 2520;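 active means activation more than six SD over the plate average, tested at 20 µM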;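 further: 0% = DMSO alone and 100% = apelin-13 at 10 nM; some results filed as inactive read as strong as hits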
#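 Assay system – PathHunter CHO-K1 APJ (AGTRL-1) beta-arrestin reporter cells · Compound – one dose, 20 µM compound, 1% DMSO · Timing – compound 90 min 25 °C, reagent 1 h · Measured by – luminescence from split beta-galactosidase complementation, Galacton Star/Emerald II substrate · Measure – beta-arrestin recruitment to APJ as agonist activity, luminescent signal · Benchmarks – DMSO vs Apelin-13 10 nM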
# APJ antag – APJ receptor antagonism; AID 2521; 0.32% of 330,000 active; inhibition, % at 20 µM; CHO-K1 APJ beta-arrestin complementation, luminescence;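 active means inhibition above about 40% at 20 µM, limit read from the data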;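 further: cells challenged with 10 nM apelin-13 agonist together with compound; plate controls were apelin-13 plus DMSO wells for no effect and DMSO wells lacking apelin-13 for full effect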
# UPR XBP1 act – adaptive UPR (XBP1) activation. CHO-XBP1 luciferase reporter, IRE1-XBP1 UPR activation, luminescence; percent of tunicamycin response, DMSO as zero. activation, % at 20 µM. 0.33% of 330,000 active. AID 463104;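 active means versus positive control, 20 µM dose yields 30% or more activation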;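 further: 100% = tunicamycin at 10 µg/mL and 0% = DMSO only wells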
#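 Signal: luciferase luminescence; Assay system: CHO-XBP1 luciferase reporter cells; Amount: one thousand reporter cells per well; Dosing: 20 µM single concentration, DMSO 1%; Benchmarks: high control tunicamycin 10 µg/mL final, low control DMSO vehicle only; Schedule: 6 h compound exposure at 37 °C, 5% CO2; Evaluation: percent activation relative to tunicamycin reference.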
# EBI2 block – antagonists of human EBI2 receptor; P32249; EBI2 beta-arrestin recruitment, luminescence, 7a,25-OHC stimulated; inhibition, % at 5 µM; 0.81% of 360,000 active; AID 651636; in the data active means inhibition above about 38%;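 further: enzyme fragment complementation signal reports receptor beta-arrestin coupling in cells; 0% = agonist plus DMSO wells and 100% = wells without agonist; some results beyond the cut were filed as inactive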
# Target sequence (P32249 whole entry, looked up, the tested form may be a part): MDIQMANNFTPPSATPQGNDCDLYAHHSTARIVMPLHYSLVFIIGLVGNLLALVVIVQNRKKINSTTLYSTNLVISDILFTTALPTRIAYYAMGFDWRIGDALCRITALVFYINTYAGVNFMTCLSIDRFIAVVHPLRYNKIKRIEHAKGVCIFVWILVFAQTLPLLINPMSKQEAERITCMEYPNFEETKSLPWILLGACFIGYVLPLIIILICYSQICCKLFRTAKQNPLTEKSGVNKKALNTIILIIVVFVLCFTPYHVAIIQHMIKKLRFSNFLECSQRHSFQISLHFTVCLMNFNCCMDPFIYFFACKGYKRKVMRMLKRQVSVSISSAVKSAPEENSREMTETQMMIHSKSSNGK
# * marks the source's active call; other numbers are inactive results; nt = not tested or not shown. This is a subset; count on the stated rates, not on these rows.
# The first 12 entries as a preview:
No.	Compound	CXCR6 block	tim23-1 inh	Mdm2-MdmX inh	CHOP UPR activ	CCR6 antag	APJ agonist	APJ antag	UPR XBP1 act	EBI2 block
1	CC(C)[C@@H](C(=O)NC1CCN(Cc2ccccc2)CC1)N1C(=O)N2CCc3c([nH]c4ccccc34)[C@@]2(C)C1=O	15	-6	30	1.0	12	3	-47	1	2
2	CCc1ccc(CN(C(=O)c2oc3ccccc3c2C)C2CCS(=O)(=O)C2)cc1 (stereo unspecified)	2	41	35	2.1	20	-2	4	-1	17
3	COc1cc(C(=O)OCC(=O)c2ccccc2)cc2c1OCCO2	7	26	-8	3.2	-3	-1	8	0	-8
4	Cc1occc1-c1nnc(SCC(=O)N2CCOCC2)o1	4	19	11	1.3	-3	-1	-11	7	2
5	COc1ccc(OC)c(/C=C/C(=O)OCC(=O)NC2CCCCCCC2)c1	2	40	26	-0.7	17	-4	-5	-1	18
6	Cc1ccc2oc(-c3ccccc3)nc2c1	-12	6	-47	0.8	16	-2	3	-8	5
7	S=C(NCCc1ccccc1)NCc1cccs1	-1	-7	-52	2.9	13	2	7	2	-7
8	Cc1ccc(S(=O)(=O)N2CCOCC2)cc1C(=O)N1CCN(c2ccc(C(F)(F)F)cn2)CC1	0	18	7	0.0	7	0	-1	-5	1
9	O=C(O)CCn1c2c(c3ccccc31)CCCC2	1	-8	-6	-1.5	-6	-3	8	-3	-17
10	COC(=O)c1ccccc1-n1c(C)nc(=O)c(-c2ccccc2)c1C	-11	1	19	-0.3	6	-4	-10	1	-3
11	O=C(Nc1ccccc1-c1ccccc1)c1cccs1	-5	23	6	-0.9	10	-2	8	0	-12
12	CCOP(=O)(OCC)/C(=C/N1CCCCC1)NC(=O)c1ccccc1	-3	4	-28	0.8	8	-3	-11	-3	8

# All compounds of this part, repeating the preview:
No.	Compound	CXCR6 block	tim23-1 inh	Mdm2-MdmX inh	CHOP UPR activ	CCR6 antag	APJ agonist	APJ antag	UPR XBP1 act	EBI2 block
1	CC(C)[C@@H](C(=O)NC1CCN(Cc2ccccc2)CC1)N1C(=O)N2CCc3c([nH]c4ccccc34)[C@@]2(C)C1=O	15	-6	30	1.0	12	3	-47	1	2
2	CCc1ccc(CN(C(=O)c2oc3ccccc3c2C)C2CCS(=O)(=O)C2)cc1 (stereo unspecified)	2	41	35	2.1	20	-2	4	-1	17
3	COc1cc(C(=O)OCC(=O)c2ccccc2)cc2c1OCCO2	7	26	-8	3.2	-3	-1	8	0	-8
4	Cc1occc1-c1nnc(SCC(=O)N2CCOCC2)o1	4	19	11	1.3	-3	-1	-11	7	2
5	COc1ccc(OC)c(/C=C/C(=O)OCC(=O)NC2CCCCCCC2)c1	2	40	26	-0.7	17	-4	-5	-1	18
6	Cc1ccc2oc(-c3ccccc3)nc2c1	-12	6	-47	0.8	16	-2	3	-8	5
7	S=C(NCCc1ccccc1)NCc1cccs1	-1	-7	-52	2.9	13	2	7	2	-7
8	Cc1ccc(S(=O)(=O)N2CCOCC2)cc1C(=O)N1CCN(c2ccc(C(F)(F)F)cn2)CC1	0	18	7	0.0	7	0	-1	-5	1
9	O=C(O)CCn1c2c(c3ccccc31)CCCC2	1	-8	-6	-1.5	-6	-3	8	-3	-17
10	COC(=O)c1ccccc1-n1c(C)nc(=O)c(-c2ccccc2)c1C	-11	1	19	-0.3	6	-4	-10	1	-3
11	O=C(Nc1ccccc1-c1ccccc1)c1cccs1	-5	23	6	-0.9	10	-2	8	0	-12
12	CCOP(=O)(OCC)/C(=C/N1CCCCC1)NC(=O)c1ccccc1	-3	4	-28	0.8	8	-3	-11	-3	8
13	CCCNC(=O)c1cc(Cl)c(NC(=O)C2=CSCCO2)cc1OC	3	17	-79	7.0	10	11	2	0	11
14	O=C(c1nc2ccccn2c1CNCCn1ccc2ccccc21)N1CCOCC1	6	6	-4	0.2	15	-4	-7	0	-1
15	N#Cc1ccccc1S(=O)(=O)N1CCN(C(=O)CCc2ccccc2)CC1	-4	5	6	-0.5	20	-4	-2	0	5
16	O=C(NN1C(=O)C2C3C=CC(C3)C2C1=O)c1ccncc1 (stereo unspecified)	11	5	-6	-0.6	-4	-3	-15	-1	-16
17	Cc1ccccc1OCCNc1cc(N2CCCCC2)ccc1[N+](=O)[O-]	23	-2	-10	0.0	24	-3	17	2	20
18	C[C@]12C=CC(=O)C=C1CCC1C3CC[C@](O)(C(=O)CO)[C@@]3(C)CC3OC312 (stereo partly specified)	-7	-1	-17	2.2	-7	-2	-18	-2	3
19	O=C(CNc1cccc2ccccc12)N/N=C/C(Br)=C/c1ccccc1	0	48	59*	1.6	-14	13	-40	1	3
20	CCCCC(=O)Nc1ccc2c(c1)oc1ccccc12	2	22	-145	5.1	14	-6	8	2	3

# Going on with the list.
No.	Compound	CXCR6 block	tim23-1 inh	Mdm2-MdmX inh	CHOP UPR activ	CCR6 antag	APJ agonist	APJ antag	UPR XBP1 act	EBI2 block
21	CC1CN(CCCCOc2ccc(F)cc2)CC(C)O1 (stereo unspecified)	2	-32	0	-2.7	-4	-3	8	-3	5
22	CN(c1ccccc1C(=O)Nc1ccc(F)c(Cl)c1)S(C)(=O)=O	-7	4	10	1.5	5	-2	7	2	-9
23	C=CCN=Cc1sc2ccc(OCC)cc2c1O	nt	15	-8	5.0	nt	-1	-9	-3	nt
24	CN(C)C(=O)c1cccn1-c1ncc(C(F)(F)F)cc1Cl	-4	11	24	-0.2	0	-1	0	-3	0
25	CCOC(=O)c1c(-c2ccccc2)csc1/N=C/C1C(=O)CCCC1=O	5	13	-2	1.3	0	2	5	0	7
26	CC(=O)N1CCc2cc(S(=O)(=O)CCC(=O)NCc3ccco3)ccc21	12	15	-5	-2.7	3	-2	11	-4	-4
27	C=CCC[C@@H](Cc1ccc(F)cc1)C(=O)O[C@H](CNC(=O)[C@H](CC=C)CC(=O)N(CCO)Cc1ccccc1)c1ccccc1	23	27	67*	10	18	-5	8	-4	13
28	CCn1ncc(Br)c1C(=O)Nc1ccc(OC(F)(F)F)cc1	-4	4	7	0.2	-1	-3	2	-1	13
29	CN(C)CCCN(CCCNC(=O)/C=N/O)Cc1ccccc1	-4	11	13	0.2	5	0	-2	-2	-2
30	Cc1cc(C)cc(NC(=O)CCn2cnc3cc(C)c(C)cc32)c1	2	13	27	1.4	7	-4	25	-3	2
31	COCC1OS(=O)(=O)NC(CC(=O)SC(C)(C)C)C1C (stereo unspecified)	4	19	-42	0.0	-15	4	12	-1	-3
32	CNC(=O)NC(=O)CN1C(=O)NC2(CCOc3ccccc32)C1=O (stereo unspecified)	6	-4	-16	0.1	2	2	-1	0	9
33	O=C(c1ccccc1)c1cnc2ccc(Cl)cc2c1N1CCOCC1	3	8	-5	-1.3	12	-2	2	1	2
34	COc1ccc(Cl)cc1NS(=O)(=O)c1cccc(C(=O)N2CC(C)OC(C)C2)c1 (stereo unspecified)	4	19	-12	-0.9	-3	-5	-6	-1	-5
35	NC(=O)C1(N2CCCCC2)CCN(C(=S)NC2CCCC2)CC1	3	2	-2	2.1	11	-2	-16	4	-6
36	COc1cc(OC)cc(-c2c(-c3ccc(C(C)=O)cc3)c3cc(-c4cccc5[nH]ccc45)ccc3n2C)c1	-4	0	37	2.1	5	-1	6	-4	3
37	CC(C)(C)n1ncc2c(=O)n(CC(=O)Nc3ccc(Cl)cc3)cnc21	0	23	12	-2.9	2	-3	11	-4	13
38	Cc1nn(C)c(C)c1/C=C/C(=O)c1ccc(Cl)cc1Cl	1	46	8	-0.6	5	-1	4	-4	-19
39	O=C(CSc1nnc(Nc2ccccc2F)s1)NC1CCS(=O)(=O)C1 (stereo unspecified)	0	7	10	1.7	8	-2	-5	-1	0
40	COc1ccccc1Nc1ccc(Nc2ccccc2OC)nn1	2	23	-45	3.4	19	-2	-1	3	4

# (listing goes on)
No.	Compound	CXCR6 block	tim23-1 inh	Mdm2-MdmX inh	CHOP UPR activ	CCR6 antag	APJ agonist	APJ antag	UPR XBP1 act	EBI2 block
41	c1ccc(N2CCN(CC3CCCCC3)CC2)cc1	-3	4	13	-0.3	-6	-3	13	-1	4
42	COc1ccc(NC(=O)N(C)C[C@H]2Oc3ccc(NC(=O)Cc4ccccc4)cc3CC(=O)N([C@H](C)CO)C[C@H]2C)cc1	3	17	-21	-0.4	-4	-1	-3	-3	1
43	Cc1cc(C)c2nc(N3CCN(C(=O)c4cccs4)CC3)sc2c1	0	36	18	3.0	4	-3	8	-1	0
44	COC(=O)C1=C(C)NC(=O)NC1/C=C/c1ccccc1 (stereo unspecified)	-4	4	37	-0.4	5	-1	8	-3	4
45	CCN(CC)C1CCN(C(=O)c2cc(COc3cccc4cccnc34)on2)C1 (stereo unspecified)	-10	-15	-6	-3.7	-13	8	-25	-4	0
46	COc1cc(N)c(Cl)cc1C(=O)OCC(=O)N1CCCC1	-6	5	-11	1.0	-1	1	-5	-1	10
47	COc1ccc(CNC(=O)CCC(=O)c2ccc(F)cc2)cc1OC	0	1	9	-1.2	8	-4	-16	-1	-4
48	O=C(Cn1nc(-c2ccccc2)oc1=O)OCC(=O)c1ccccc1	-6	4	15	-0.9	13	-5	1	0	-6
49	CN(C)C(CNC(=O)c1cnc(Cl)c(Cl)c1)c1ccccc1 (stereo unspecified)	0	5	-21	-1.2	15	-4	21	-1	3
50	O=C(CO/N=C/c1ccc(OC(F)F)cc1)NC1CCCCC1	-2	-4	5	-1.2	-2	-4	1	-4	24
51	CCOC(=O)C1CCCN(C(=O)c2cc(-c3ccco3)nc3ccccc23)C1 (stereo unspecified)	8	7	20	0.5	29	-4	1	-3	11
52	COc1ccc(NC(=O)CN(C)C(=O)/C=C/c2ccc(OCc3ccccc3)cc2)cc1	6	-10	52*	0.8	12	9	13	8	-4
53	O=C1/C(=C/c2ccccc2)SC(=S)N1N1C(=O)C2CC2C1=O (stereo unspecified)	-5	-3	18	1.7	10	-1	-13	0	-15
54	Cc1ccnc(SCCn2c(N3CCOCC3)nc3c2c(=O)[nH]c(=O)n3C)n1	-6	-3	-5	2.8	-2	-2	0	-4	4
55	CN(c1ccccc1)S(=O)(=O)c1cccc(NC(=O)c2ccc(Cl)c([N+](=O)[O-])c2)c1	-3	5	24	7.2	6	7	7	-1	46*
56	CCC(C)c1ccc(NC(=O)CN(C)CC(=O)Nc2cccc(OC)c2)cc1 (stereo unspecified)	2	20	-15	2.3	-17	0	-7	-3	-6

# Assay outcomes (PubChem BioAssay)
